Compound activity from PubChem.
LYP act: activators of human LYP (PTPN22) phosphatase; Q9Y2R2; recombinant LYP, DiFMUP fluorescence; 0 = plate median, 100 = signal doubled; activation, % at 2 µM; 0.11% of 96,000 active;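 active = activation at 2 µM above a set limit, the mean plus 5 SD, cut at about 37% in these data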
PTPN22 inh 2: LYP (human) phosphatase inhibition; recombinant LYP catalytic domain, DiFMUP fluorescence; inhibition, % at 2 µM; 0.21% of 96,000 active; AID 640;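 active = inhibition at 2 µM at or above a set limit, the screen mean plus 3 SD, cut at about 24% in these data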;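 also: 0% = DMSO with enzyme and 100% = enzyme fully blocked by orthovanadate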
PostGolgi ctrl: yeast control strain growth, post-Golgi counter-screen; efflux-deficient yeast background strain, growth absorbance A615, 16 h; inhibition, % at 10 µM; 5% of 98,000 active
EphB4 ephrin blk: EphB4-ephrin-B2 interaction antagonism; P54760; EphB4 LBD / TNYL-RAW-Alexa532 peptide, fluorescence polarization; inhibition, % at 7 µM; 0.15% of 97,000 active; AID 720;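 active = inhibition above the screen-wide mean inhibition plus 3 SD, cut at about 15% in these data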;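 also: 0% = DMSO wells and 100% = excess unlabeled TNYL-RAW peptide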
Target sequence (P54760 whole entry, looked up, the tested form may be a part): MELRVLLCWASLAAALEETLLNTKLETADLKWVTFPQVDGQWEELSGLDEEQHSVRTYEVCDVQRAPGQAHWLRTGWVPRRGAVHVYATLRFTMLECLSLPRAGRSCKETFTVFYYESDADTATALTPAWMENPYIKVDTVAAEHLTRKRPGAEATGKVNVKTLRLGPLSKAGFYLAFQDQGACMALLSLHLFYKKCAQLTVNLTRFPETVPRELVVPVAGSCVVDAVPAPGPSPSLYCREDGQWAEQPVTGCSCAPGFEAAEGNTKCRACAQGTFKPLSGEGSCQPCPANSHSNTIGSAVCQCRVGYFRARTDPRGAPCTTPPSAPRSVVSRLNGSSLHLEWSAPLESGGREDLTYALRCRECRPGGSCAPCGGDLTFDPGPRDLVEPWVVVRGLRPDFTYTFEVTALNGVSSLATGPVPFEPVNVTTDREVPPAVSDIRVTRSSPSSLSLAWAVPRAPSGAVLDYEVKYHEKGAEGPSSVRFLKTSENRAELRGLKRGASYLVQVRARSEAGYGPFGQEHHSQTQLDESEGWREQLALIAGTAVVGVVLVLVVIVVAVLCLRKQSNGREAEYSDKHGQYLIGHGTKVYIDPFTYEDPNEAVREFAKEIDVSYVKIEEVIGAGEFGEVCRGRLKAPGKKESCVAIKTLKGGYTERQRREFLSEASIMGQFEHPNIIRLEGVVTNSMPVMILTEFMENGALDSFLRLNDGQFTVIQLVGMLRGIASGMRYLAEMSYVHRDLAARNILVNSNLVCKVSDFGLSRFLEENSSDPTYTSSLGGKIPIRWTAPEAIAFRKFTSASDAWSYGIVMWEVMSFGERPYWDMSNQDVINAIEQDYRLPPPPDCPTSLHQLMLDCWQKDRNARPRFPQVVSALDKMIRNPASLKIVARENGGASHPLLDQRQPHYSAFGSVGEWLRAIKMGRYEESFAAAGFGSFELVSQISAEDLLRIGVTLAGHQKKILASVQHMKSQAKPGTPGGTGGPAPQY
HIV Rev-RRE inh: disrupts HIV-1 Rev binding to RRE RNA | P05866 | Rev peptide-RRE RNA binding, FRET | inhibition, % at 8 µM | 0.79% of 97,000 active;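 active = inhibition above the screen-wide mean plus 3 SD, cut at about 35% in these data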;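 also: 0% = median DMSO wells and 100% = median Neomycin B control wells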
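Assay system: Labelled RRE RNA duplex and labelled Rev peptide | Times: 5 min preincubation and 15 min binding, 25 °C | Detection: FRET, ex 480 nm, em 540 and 671 nm | Evaluation: % inhibition of FRET ratio versus controls | Benchmarks: DMSO wells as 0% and neomycin B wells as 100% inhibition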
S1P2 antag: S1P2 (human) receptor antagonism | cell-based S1P2 antagonist assay, inhibition at 5 uM | inhibition, % at 5 µM | 0.21% of 97,000 active | AID 736; in the data active = inhibition above about 45%;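 also: CRE beta-lactamase reporter cells expressing human S1P2 stimulated with S1P; 0% = agonist at EC80 alone and 100% = agonist plus reference antagonist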
S1P2 ag: S1P2 (human) receptor agonism; O95136; S1P2-expressing cell line, agonist reporter read-out; activation, % at 4.5 µM; 0.46% of 97,000 active; AID 729; in the data active = activation above about 16%;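 also: 0% = vehicle low control and 100% = maximal reference agonist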
FAK inh: FAK (human) kinase inhibition | 0.84% of 97,000 active | AID 727 | Q05397 | inhibition, %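 (tested at 7 µM)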 | biochemical FAK kinase activity assay; in the data active = inhibition above about 19%;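 also: 0% = DMSO and 100% = reference compound high control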
PostGolgi yeast: growth inhibition of a yeast mutant, post-Golgi transport screen. AID 739. post-Golgi transport phenotypic cell assay. inhibition, % at 10 µM. 0.9% of 98,000 active;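 also: yeast cells grown in 1536-well plates; yeast grown about 18 h at 30C before absorbance read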
* hit, by the source's call; . = not tested or not shown. Rule as the data show it, unless noted: active = inhibition above about 30%; inactive = the rest.

SMILES	LYP act	PTPN22 inh 2	PostGolgi ctrl	EphB4 ephrin blk	HIV Rev-RRE inh	S1P2 antag	S1P2 ag	FAK inh	PostGolgi yeast
Cc1cc(C)c(S(=O)(=O)Nc2ccc(O)cc2)cc1C	7	-10	7	-8	1	-7	65*	-2	-12
COc1ccc(CC(=O)N2CCN(C(=O)Cc3ccc(OC)cc3)CC2)cc1	3	-6	6	-1	1	9	-5	0	-4
CC1CCN(CC(=O)N2c3ccccc3CCc3ccccc32)CC1	4	-9	.	-5	-4	-4	1	1	.
Cc1ccc(N=C(NOCc2ccc(Cl)cc2Cl)c2nonc2N)c(C)c1	6	-10	27	-5	14	-31	-1	0	-5
CSc1cccc(NC(=O)CSc2ccccc2)c1	-6	2	9	-3	-2	-9	-2	2	-8
CC(=O)Nc1cccc(OCC(=O)NS(=O)(=O)c2ccc(Cl)cc2)c1	4	-5	9	1	11	-18	-5	0	2
CC1(C(=O)Nc2nnc(SCc3ccccc3)s2)Cc2ccccc2C(=O)O1 (stereo not drawn)	-5	6	19	-4	2	19	-3	-3	3
Cc1ccccc1OCC(=O)OC(C)CN1CCN(C)CC1 (stereo not drawn)	48*	-47	22	3	6	0	1	1	3
COc1cccc(-c2noc(Cn3nc(C)c([N+](=O)[O-])c3C)n2)c1	5	-2	-2	-4	1	2	-7	-9	-7
O=C(O)CSc1ncnc2nc[nH]c12	5	-8	1	-2	5	-30	-1	0	6
O=C(c1ccc(Br)cc1)N1CCCC1	8	-8	15	-1	-1	5	-4	1	-1
O=C(C1CCCCC1)N1CCN(C(=O)C2CCCCC2)CC1	6	-8	-5	1	2	-1	-2	-2	-5
Brc1ccc(-c2nc(N/N=C/c3cccnc3)c3ccccc3n2)cc1	-4	5	11	-1	5	7	-7	1	2
CCC(=O)NC(Nc1sc2c(c1C(=O)OC)CCCC2)(C(F)(F)F)C(F)(F)F	-2	5	3	3	5	12	-6	-5	2
CC(C)C(NC(=O)CNC(=O)OC(C)(C)C)C(=O)NCc1ccccc1 (stereo not drawn)	0	-3	3	-10	-2	4	-5	-8	2
O=C(/C=C/c1ccco1)Nc1sc2c(c1C(=O)O)CCC2	-3	9	14	3	4	23	1	4	-4
Cc1onc(-c2ccccc2Cl)c1C(=O)Nc1nnc(-c2ccc(Cl)cc2Cl)s1	-7	6	-1	3	13	1	-7	-15	-4
O=C(NCc1cccs1)c1cc2c(s1)-c1ccccc1OC2	-4	2	25	1	14	-6	-6	5	19
COc1ccc(NC(=O)CCC2CCCC2)cc1OC	-3	1	13	2	1	-2	-8	1	10
CCOCCCNC(=O)C1CCN(S(=O)(=O)c2c(C)noc2/C=C\c2ccc(OC)cc2)CC1	-16	10	.	1	2	-8	1	3	.

S1P2 ag, what is marked active above.
| SMILES | LYP act | PTPN22 inh 2 | EphB4 ephrin blk | HIV Rev-RRE inh | S1P2 antag | S1P2 ag | FAK inh |
| --- | --- | --- | --- | --- | --- | --- | --- |
| Cc1cc(C)c(S(=O)(=O)Nc2ccc(O)cc2)cc1C | 7 | -10 | -8 | 1 | -7 | 65* | -2 |

Next records follow.
SMILES	LYP act	PTPN22 inh 2	PostGolgi ctrl	EphB4 ephrin blk	HIV Rev-RRE inh	S1P2 antag	S1P2 ag	FAK inh	PostGolgi yeast
CCOC(=O)Cn1c(CN(Cc2ccccc2)Cc2ccccc2)nc2c1c(=O)n(C)c(=O)n2C	-10	8	19	-3	0	25	-7	-3	9
Cc1cn(CC2COC(C)(C)O2)c(=O)[nH]c1=O (stereo not drawn)	5	-6	8	-4	2	12	-5	2	1
CCn1cc(C(=O)NCC2COc3ccccc3O2)c2cc(OC)c(OC)cc2c1=O (stereo not drawn)	3	0	3	1	3	-19	20*	2	-4
CN(C)c1c([N+](=O)[O-])cc2[nH]c(=O)[nH]c2c1[N+](=O)[O-]	3	-2	-12	5	6	-15	-3	3	2
O=C(c1ccco1)N1CCN(Cc2cccnc2)CC1	4	-6	1	2	8	-8	0	1	-1
O=c1nc2ccccc2c2n1CC(CN1CCN(c3cccc(Cl)c3)CC1)N2 (stereo not drawn)	-5	9	14	-4	6	11	-7	2	15
COc1ccc(/C=N/n2c(SC)nnc2-c2ccccc2)cc1C	6	-3	43*	-4	-1	-35	-3	-9	-1
COc1cc(Cl)c(C)cc1NC(=O)CSC	0	-6	4	3	3	-17	0	0	2
O=C(CSc1nnc(C2COc3ccccc3O2)o1)N1CCCCC1 (stereo not drawn)	-5	2	14	2	2	6	-10	0	16
Cc1sc2nc(SC(C)C)nc(N)c2c1C	3	-5	8	-7	4	-15	-3	-5	20
CCCCNC(=O)CN(CCc1ccccc1)S(C)(=O)=O	-9	9	3	6	10	13	-5	0	-6
CCOC(=O)C1/C(=N\O)CC(C)(O)C(C(=O)OCC)C1c1ccc(N(C)C)cc1 (stereo not drawn)	6	-2	8	0	0	-7	-2	-1	1
NS(=O)(=O)c1ccc(NC(=O)CSC2CCCCC2)cc1	-3	0	6	0	4	10	-4	0	-8
O=C(CCN1C(=O)C2C3C=CC(C3)C2C1=O)Nc1nccs1 (stereo not drawn)	2	-5	16	-9	3	7	-4	0	0
c1ccc(-c2nc3ccccc3nc2-c2ccccn2)nc1	-6	5	10	-1	3	-7	5	-1	0
Cc1cc(C)c(S(=O)(=O)N(C2=NCCS2)S(=O)(=O)c2c(C)cc(C)cc2C)c(C)c1	6	-4	.	7	13	-14	-7	-1	.
Cc1ccc(-n2nnc3c(=O)n(CC(=O)NCc4ccco4)cnc32)cc1	4	-8	-4	-4	-1	-12	-1	0	-1
CC(C)c1ccc(C2NC(=O)NC3=C2CCc2ccccc23)cc1 (stereo not drawn)	-11	11	15	0	6	-4	-1	-1	-7
CCOC(=O)c1c(-c2cccs2)csc1NC(=O)CSc1ncn[nH]1	-6	5	19	0	13	-23	-2	5	-3
O=C1CSC(c2cn(-c3ccccc3)nc2-c2ccccc2)N1Cc1ccco1 (stereo not drawn)	2	-6	53*	0	8	-3	-3	-1	4

For reference, part of the list above.
SMILES	LYP act	PTPN22 inh 2	PostGolgi ctrl	EphB4 ephrin blk	HIV Rev-RRE inh	S1P2 antag	S1P2 ag	FAK inh	PostGolgi yeast
COc1cc(Cl)c(C)cc1NC(=O)CSC	0	-6	4	3	3	-17	0	0	2
O=C(CSc1nnc(C2COc3ccccc3O2)o1)N1CCCCC1 (stereo not drawn)	-5	2	14	2	2	6	-10	0	16
Cc1sc2nc(SC(C)C)nc(N)c2c1C	3	-5	8	-7	4	-15	-3	-5	20
CCCCNC(=O)CN(CCc1ccccc1)S(C)(=O)=O	-9	9	3	6	10	13	-5	0	-6
CCOC(=O)C1/C(=N\O)CC(C)(O)C(C(=O)OCC)C1c1ccc(N(C)C)cc1 (stereo not drawn)	6	-2	8	0	0	-7	-2	-1	1
NS(=O)(=O)c1ccc(NC(=O)CSC2CCCCC2)cc1	-3	0	6	0	4	10	-4	0	-8
O=C(CCN1C(=O)C2C3C=CC(C3)C2C1=O)Nc1nccs1 (stereo not drawn)	2	-5	16	-9	3	7	-4	0	0
c1ccc(-c2nc3ccccc3nc2-c2ccccn2)nc1	-6	5	10	-1	3	-7	5	-1	0
Cc1cc(C)c(S(=O)(=O)N(C2=NCCS2)S(=O)(=O)c2c(C)cc(C)cc2C)c(C)c1	6	-4	.	7	13	-14	-7	-1	.
Cc1ccc(-n2nnc3c(=O)n(CC(=O)NCc4ccco4)cnc32)cc1	4	-8	-4	-4	-1	-12	-1	0	-1
CC(C)c1ccc(C2NC(=O)NC3=C2CCc2ccccc23)cc1 (stereo not drawn)	-11	11	15	0	6	-4	-1	-1	-7
CCOC(=O)c1c(-c2cccs2)csc1NC(=O)CSc1ncn[nH]1	-6	5	19	0	13	-23	-2	5	-3
O=C1CSC(c2cn(-c3ccccc3)nc2-c2ccccc2)N1Cc1ccco1 (stereo not drawn)	2	-6	53*	0	8	-3	-3	-1	4

(cont.)
SMILES	LYP act	PTPN22 inh 2	PostGolgi ctrl	EphB4 ephrin blk	HIV Rev-RRE inh	S1P2 antag	S1P2 ag	FAK inh	PostGolgi yeast
CCCCNC(=O)C(NS(=O)(=O)c1cccc2nsnc12)c1ccccc1 (stereo not drawn)	-5	6	0	-4	-1	22	-4	2	-3
CCC(=O)NC(c1ccccc1OC)c1ccc2cccnc2c1O (stereo not drawn)	-8	7	.	-3	1	-4	0	-1	.
CC1Cc2ccccc2N1c1nc(C2CC2)nc2c1nnn2Cc1ccccc1 (stereo not drawn)	1	-3	.	-7	12	-23	1	4	.
O=C(Nc1cc(N2CCOCC2)ncn1)NC1(C(F)(F)F)Oc2ccc(Cl)cc2O1 (stereo not drawn)	6	-8	13	7	3	19	-1	7	4
CCc1nc(SCc2nc3ccccc3[nH]2)c2oc3ccccc3c2n1	8	-7	69*	-6	10	-33	36*	6	1
Cc1ccc(NC(=O)CCN2C(=O)c3ccncc3C2=O)cc1	-6	4	3	1	7	5	-2	-2	-6
COc1cc(NC(=O)c2ccc(COCC(F)(F)F)o2)cc(OC)c1OC	5	-11	6	-2	-4	-13	-2	-1	-2
Cc1ccccc1CS(=O)(=O)Cc1ccc(C(=O)NCc2cccnc2)o1	-2	-1	2	8	9	3	-6	1	-5
O=C1c2ccccc2-c2c1cccc2C(=O)N1CCN(C(=O)c2ccco2)CC1	-4	6	-1	0	3	-15	0	2	3
CCn1cc(C(=O)NCCCN(C)C)c(=O)c2cc(F)c(N3CCN(C)CC3)cc21	4	-7	20	-13	-4	-10	-6	-1	4
CCc1ccccc1N(CC)C(=O)c1cn(CC)c(=O)c2cc(OC)c(OC)cc12	6	-8	17	-1	0	8	1	-1	1
C=CCNC(=O)C1CC=CCC1C(=O)O (stereo not drawn)	0	-3	3	1	17	11	0	-2	2
COc1cccc(NC(=O)Cn2nc(Cc3cccnc3)c3ccccc3c2=O)c1	4	-5	9	-2	4	8	-3	-6	6
O=C(c1cnn2c(C(F)F)cc(-c3ccccc3)nc12)N1CCN2CCCC2C1 (stereo not drawn)	-3	2	12	-4	4	-12	-4	0	-4
CCN(C(=O)CSc1nnc(-c2ccncc2)n1C)C1CCS(=O)(=O)C1 (stereo not drawn)	12	-17	-1	-1	4	-9	-5	-1	0
O=C1CCCc2ccccc2N1Cc1ccc(Cl)cc1Cl	8	-5	31*	-5	4	-9	-3	-6	7
Cc1occc1-c1nnc(SCC(=O)c2ccccc2)n1CC1CCCO1 (stereo not drawn)	2	-3	4	-1	-5	-6	0	-2	5
Cc1ccc2nc(C(C)O)[nH]c2c1 (stereo not drawn)	-10	11	5	7	6	10	-1	1	-4
COc1ccc(C2C(C(=O)OCC(=O)NC(C)(C)C)CCC(=O)N2c2ccc(C)cc2)cc1OC (stereo not drawn)	6	-7	10	9	4	-10	-5	-2	-4
O=C1/C(=C/c2ccc(F)c(F)c2)CSc2sccc21	11	-14	9	-3	10	-31	1	2	-1
CCC(C)NC(=O)CS(=O)Cc1nc(-c2cccc(OC)c2)oc1C (stereo not drawn)	7	-8	1	0	5	6	-5	-1	10
